MC4R antag cAMP: human MC4R antagonism in cAMP assay; actives 0.48% (n = 360,000); inhibition, % at 6.5 µM; AID 540295; P32245; MC4R-expressing cells, MTII-stimulated cAMP, LANCE TR-FRET;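 active = inhibition above its plate's cutoff, the mean of tested wells on that plate plus 3 SD, cut at about 29% in these data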;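 also: 0% = Melanotan II alone and 100% = Melanotan II plus saturating MCL0020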
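System – human MC4R-expressing U2OS cells · Also added – Melanotan II · Dosing – one concentration, 6.5 µM nominal · Timing – 30-min compound, 1-h challenge, 1-h detection, room temperature · Measured by – Eu-cAMP/anti-cAMP TR-FRET, emission 671 nm · Replicates – singlicate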
PDI turbidity: PDI (human) enzyme inhibition | PDI insulin aggregation turbidity, A650, 90 min | inhibition, % at 10 µM | actives 0.052% (n = 350,000);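 active = mean inhibition across replicates of 30% or more, whatever share of single replicates reach that level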;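 also: absorbance from insulin aggregation driven by PDI reduction with DTT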
Target sequence (P07237 whole entry, looked up): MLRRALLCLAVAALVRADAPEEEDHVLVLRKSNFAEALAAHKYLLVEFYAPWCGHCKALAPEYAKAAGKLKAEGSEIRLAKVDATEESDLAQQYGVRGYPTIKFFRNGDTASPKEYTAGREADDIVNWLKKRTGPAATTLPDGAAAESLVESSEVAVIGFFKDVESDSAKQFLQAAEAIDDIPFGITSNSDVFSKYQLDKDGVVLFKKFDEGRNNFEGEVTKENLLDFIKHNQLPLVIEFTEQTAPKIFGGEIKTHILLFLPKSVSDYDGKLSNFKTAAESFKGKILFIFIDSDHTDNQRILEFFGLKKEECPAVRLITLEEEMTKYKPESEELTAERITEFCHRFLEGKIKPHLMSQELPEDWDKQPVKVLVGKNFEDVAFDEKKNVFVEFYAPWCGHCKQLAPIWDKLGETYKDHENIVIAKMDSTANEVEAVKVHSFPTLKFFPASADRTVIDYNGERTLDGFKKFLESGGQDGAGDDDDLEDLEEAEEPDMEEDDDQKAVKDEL
aDG glyco up: increases alpha dystroglycan glycosylation | actives 0.22% (n = 360,000) | Pro5-aDG cells, alpha-DG glycosylation AlphaScreen (IIH6); 0% Pro5, 100% B10-LARGE cell signal | AID 624168 | activation, % at 10 µM;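 active = activation of at least 8% versus controls, or a plate z-score of at least 8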;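 also: Pro5 are CHO cells carrying HIG-tagged alpha-DG that lacks glycosylation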
CaV13 ICDI inh: Primary screen for inhibitors of IQ motif and Ca2+-dependent inactivation inhibitor domain binding in CACNA1D, Förster resonance energy transfer in living cells, …; actives 0.098% (n = 340,000); inhibition, % at 12.3 µM; AID 743397; HEK cells, CFP/YFP FRET ICDI-IQ, plate reader, 10 min; percent FRET-ratio fall versus neutral wells;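 active = mean replicate inhibition of at least 30% and at least 1% of replicates passing that level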;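 also: 0% = median of the neutral control wells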
H9c2 protect: modulators protecting cardiomyocytes from myocardial damage; H9c2 cardiomyocytes, H2O2 injury protection, ATPLite, 2 h; protection from H2O2 cell death, % at 20 µM; actives 0.63% (n = 360,000); AID 588492;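 active = compounds giving at least 50% protection of heart cells from peroxide-induced death in the single-dose screen, raw or plate-pattern-corrected value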;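 also: 0% = DMSO wells with peroxide and 100% = DMSO wells without peroxide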
Glyco luc inh: N-linked glycosylation inhibition. D54 ERlucT glycosylation luciferase reporter, 24 h; percent of 100 nM tunicamycin response. reporter increase, % at 12.5 µM. actives 0.23% (n = 360,000). AID 588692;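 active = mean luciferase reporter signal, scaled so untreated is 0 and the glycosylation-blocking control 100, at or above a set limit in every replicate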;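 also: luciferase carries N-glycosylation sites so blocking glycosylation raises the light; 0% = median of neutral control wells and 100% = median of 100 nM tunicamycin wells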
ABCB6 inh 2: inhibitors of human ABC transporter ABCB6; actives 0.19% (n = 360,000); fluorescence ratio to DMSO, % at 10 µM; K562-ABCB6 porphyrin accumulation, flow cytometry, 1 h; stronger effect = lower value; AID 602162;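 active = fluorescence ratio to DMSO below 75%, the collection mean minus 3 SD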;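 also: signal is porphyrin accumulated inside mitochondria; 100% equals median channel fluorescence of DMSO control wells; lower ratio means ABCB6 inhibition with less porphyrin fluorescence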
MC4R barr agon: human MC4R agonism via beta-arrestin | P32245 | U2OS MC4R beta-arrestin complementation, luminescence; percent of melanotan II response, DMSO zero | activation, % at 8.9 µM | actives 0.98% (n = 360,000) | AID 540308;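 active = activation above a per-plate cutoff, the mean activation of sample wells on that plate plus 3 SD, cut at about 8% in these data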
Vif imaging: blocks HIV Vif function. HEK293T cells, Vif self-association by quenched fluorescence, imaging, 24 h. AID 602346. actives 0.35% (n = 340,000). inhibition, % at 7.49 µM; in the data active = inhibition above about 50%, passing the limit was not always enough; also: some results filed as inactive read as strong as hits
m5-HT2A agonist: mouse HTR2A agonism via beta-arrestin recruitment. activation, % at 7.6 µM. CHO-K1 mHTR2A beta-arrestin complementation, luminescence; percent of 30 µM serotonin response. P35363. actives 0.66% (n = 360,000);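 active = activation above a run cutoff, the mean activation of all tested compounds plus 3 SD, cut at about 14% in these data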;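 also: 0% = plate median of compound wells and 100% = 30 µM serotonin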
Target sequence (P35363 whole entry, looked up): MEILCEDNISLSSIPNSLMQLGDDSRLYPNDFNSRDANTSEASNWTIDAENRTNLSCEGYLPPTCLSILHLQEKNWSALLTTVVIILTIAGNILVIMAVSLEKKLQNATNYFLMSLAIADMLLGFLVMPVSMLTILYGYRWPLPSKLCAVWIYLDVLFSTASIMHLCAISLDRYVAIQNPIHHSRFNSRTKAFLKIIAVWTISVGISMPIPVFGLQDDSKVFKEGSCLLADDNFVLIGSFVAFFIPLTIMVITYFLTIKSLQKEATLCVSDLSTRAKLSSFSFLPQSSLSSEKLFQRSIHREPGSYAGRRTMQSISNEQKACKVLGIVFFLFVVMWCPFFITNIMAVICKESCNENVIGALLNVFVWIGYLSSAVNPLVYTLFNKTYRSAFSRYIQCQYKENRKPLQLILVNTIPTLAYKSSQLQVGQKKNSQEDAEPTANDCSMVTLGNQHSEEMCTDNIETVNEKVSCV
* = called active by the depositor; . = not tested or not shown.

SMILES	MC4R antag cAMP	PDI turbidity	aDG glyco up	CaV13 ICDI inh	H9c2 protect	Glyco luc inh	ABCB6 inh 2	MC4R barr agon	Vif imaging	m5-HT2A agonist
COc1cccc(S(=O)(=O)N(C)C[C@H]2Oc3ncc(Br)cc3C(=O)N([C@@H](C)CO)C[C@@H]2C)c1	10	-14	-0.4	-7	12	1	97	0.5	-2	-8
COc1ccc(S(=O)(=O)N2CCCCC2c2cc(C(=O)NCc3cccnc3)no2)cc1 (centres undefined)	11	10	0.1	-4	2	2	99	0.8	-3	0
O=C(c1ccccc1)N(C1=NCCCCS1)c1ccccc1	-5	-3	0.1	-3	0	1	101	0.4	-5	8
COc1ccccc1NC(=O)Nc1nc(CC(=O)Nc2cccc(F)c2)cs1	-3	-6	0.4	-13	15	-2	94	0.6	-11	5
Cc1ccc(S(=O)(=O)N2CC(C)C(=O)CC2C)cc1 (centres undefined)	1	7	0.4	-4	-1	0	98	-1.2	14	-4
COc1ccc(/C=C/C2=CCN(Cc3ccc(OC)cc3)CC2)cc1	-2	9	0.2	-6	-10	-2	103	2.7	19	-9
O=C(/C=C/c1cn(-c2ccccc2)nc1-c1cccc(Cl)c1)N1CCN(c2ccccn2)CC1	4	-2	0.0	2	18	-6	88	-5.0	-7	3
Cc1nc(SCC(=O)NC(=O)NC2CCCCC2)nc(C)c1C	0	1	0.0	-7	-6	0	98	-3.2	-5	-2
CCOC(=O)N1CCN(S(=O)(=O)c2ccc(OC)c(OC)c2)CC1	5	5	0.0	.	-5	1	88	-2.6	4	4
CC(=O)c1c(C)[nH]c(C(=O)OCC(=O)NCc2ccccc2)c1C	-1	3	0.3	-5	1	-1	102	-1.5	.	-8
COCn1c(C(O)c2ccccc2)cc2ccccc21 (centres undefined)	9	-5	0.0	0	0	-3	91	-0.8	-1	-2
CCC1(C)CC(CCNS(=O)(=O)c2ccc(C)cc2)(c2ccc(C)cc2)CCO1 (centres undefined)	5	6	0.0	-5	-7	-6	99	2.6	0	-7
COc1ccc(C(=O)Nc2ccc(S(=O)(=O)N3CCCC3)cc2)cc1	12	1	-0.2	1	0	0	92	-2.3	-2	-6
COc1cc(-c2nc(C(=O)NCC3CCCO3)cc3c2[nH]c2ccccc23)cc(OC)c1OC (centres undefined)	5	.	-0.6	.	38	1	99	0.7	-14	9
Cc1cc2c(ncn2C)c(NS(=O)(=O)c2ccc(F)cc2)c1C	12	-3	0.5	-3	8	-1	99	-2.6	12	-2
COc1ccc(OC)c(NC(=S)Nc2ccccc2)c1	-1	-2	-0.1	0	-1	-1	98	-1.2	14	-2
COc1ccc(S(=O)(=O)N(CCCN2CCOCC2)Cc2cccc(OC)c2OC)cc1	6	0	0.0	.	4	0	91	-0.1	0	-7
COCCN1C[C@@H](CO)O[C@@H](n2cnc3c(NCCN(C)C)ncnc32)C1	5	2	-0.4	1	4	1	96	-0.4	.	1
CC(=O)Nc1ccc(-c2csc(NC(=O)c3ccc(C)o3)n2)cc1	3	-4	0.1	-5	18	1	96	-1.8	20	1
Nc1c(C(=O)Nc2ccc3c(c2)OCCO3)nnn1Cc1cccc(Cl)c1	-8	-1	0.9	-5	-15	-2	103	-3.3	-18	-8
CCS(=O)(=O)N1CCC(C(=O)NCCCN2CCN(c3ccccc3F)CC2)CC1	11	2	0.0	-8	-1	2	102	-1.2	1	16*
COc1ccccc1CC(=O)Nc1ncc(C)s1	10	8	-0.1	7	-3	1	103	-0.4	10	1
NC(=S)N/N=C/c1cccc(/C=N/NC(N)=S)c1	-1	-4	-0.1	-3	11	2	99	2.3	-3	6
Cc1ccc2c(c1)NC(=O)C(N1CCOCC1)(C(F)(F)F)O2 (centres undefined)	-1	10	-0.2	.	-7	1	88	-1.5	.	-5

Entries of single compounds as entered above. Values in the order: MC4R antag cAMP | PDI turbidity | aDG glyco up | CaV13 ICDI inh | H9c2 protect | Glyco luc inh | ABCB6 inh 2 | MC4R barr agon | Vif imaging | m5-HT2A agonist
`Nc1c(C(=O)Nc2ccc3c(c2)OCCO3)nnn1Cc1cccc(Cl)c1` reads -8 | -1 | 0.9 | -5 | -15 | -2 | 103 | -3.3 | -18 | -8
`COc1cc(-c2nc(C(=O)NCC3CCCO3)cc3c2[nH]c2ccccc23)cc(OC)c1OC` (centres undefined) reads 5 | . | -0.6 | . | 38 | 1 | 99 | 0.7 | -14 | 9
`NC(=S)N/N=C/c1cccc(/C=N/NC(N)=S)c1` reads -1 | -4 | -0.1 | -3 | 11 | 2 | 99 | 2.3 | -3 | 6
`COc1ccc(OC)c(NC(=S)Nc2ccccc2)c1` reads -1 | -2 | -0.1 | 0 | -1 | -1 | 98 | -1.2 | 14 | -2

(more compounds)
SMILES	MC4R antag cAMP	PDI turbidity	aDG glyco up	CaV13 ICDI inh	H9c2 protect	Glyco luc inh	ABCB6 inh 2	MC4R barr agon	Vif imaging	m5-HT2A agonist
CCc1nc2ccc(C(=O)N(C)CCCN(C)C)cn2c1N(C=O)CCC(C)C	-1	2	-0.2	-5	4	2	93	-1.2	11	-2
Cc1cccc(/C(N)=N/OC(=O)COc2ccccc2Cl)c1	7	-5	-0.1	3	-6	1	96	-0.2	1	-5
COc1ccc(Cl)cc1NC(=O)NC(C)c1ccncc1 (centres undefined)	6	1	0.2	-8	-2	0	92	1.1	7	-3
O=C(Nc1nc(-c2ccccc2)cs1)C1c2ccccc2Oc2ccccc21	8	0	-0.1	-7	-7	-4	99	3.9	27	-2
Cc1cc(Br)cn2c(Cc3ccsc3)c(-c3cccc(Br)c3)nc12	.	.	0.0	-10	.	.	104	.	.	4
O=C(/C=C/Nc1ccc([N+](=O)[O-])cc1Br)c1cccc2ccccc12	-7	-3	-0.1	-19	-20	-3	101	-1.5	-1	2
O=C(CSc1nnc(COc2ccc(Cl)cc2)o1)N1c2ccccc2CCc2ccccc21	2	1	-0.1	.	0	-9	95	-2.6	-8	-3
CC(=O)Oc1cc2c(cc1OC(C)=O)C(=O)CCCC2	6	-6	0.4	-5	13	0	100	-2.0	57*	-2
CCC(Cc1ccccc1)NC(=O)/C=C/c1ccco1 (centres undefined)	2	8	-0.1	-3	3	-1	96	-1.1	17	-1
CC(C)[C@H](NC(=O)[C@H]1N2C(=O)c3ccccc3C2SC1(C)C)C(=O)NCc1ccco1 (some centres undefined)	0	7	0.3	-15	0	-1	95	-1.6	-1	8
CC1(C)CCN2CCC(C)(C)c3c(O)ccc1c32	3	-3	0.8	-6	-12	3	477	6.0	.	-3
Cc1cc(NC(=O)CSc2nccn2C)n(-c2ccccc2)n1	2	-5	0.0	-5	10	0	92	0.3	-5	1
Cc1ccccc1C(=O)NCCNC(=O)c1ccccn1	-1	15	-0.1	-4	7	3	94	-0.1	-2	-6
CC(C)COc1ccc(C(=O)OCCN2CCOCC2)cc1	3	-4	0.7	-4	-7	-1	86	-1.8	6	-2
COc1ccc(-c2nn(-c3ccccc3)cc2/C=C/C(=O)OCC(=O)Nc2ccc(C#N)cc2)cc1	3	-2	0.0	.	4	-3	99	10*	-2	1
C=CCNC(=O)Nc1ccc(F)c(Cl)c1	9	9	0.0	-4	0	-3	89	-2.6	6	0
O=C1CC(c2ccc(S(=O)(=O)Nc3cc(C(F)(F)F)cc(C(F)(F)F)c3)cc2)CN1 (centres undefined)	2	-1	0.0	-11	2	0	96	-2.8	10	-3
O=C(CNC(=O)c1ccc(-c2ccccc2)cc1)Nc1ccc(S(=O)(=O)Nc2ncccn2)cc1	8	7	-0.1	-5	-8	1	102	-0.9	1	-1
CC(=O)SC(C)CC(=O)NCc1ccccc1 (centres undefined)	-10	4	0.1	-6	0	3	96	-1.5	5	0
O=C(NCCN1CCCC1)c1ccc(Br)cc1	8	-10	0.0	-2	-4	-2	98	-1.1	7	-6
O=C(NNC(=O)C1CC1)Nc1ccc(Cl)cc1	12	2	-0.2	-4	9	1	104	-2.1	3	-3
OCCN(Cc1ccccc1)Cc1ccccc1F	5	-4	-0.1	-8	2	0	99	-1.4	19	2
Cc1nc2sc(C(c3ccc(Cl)cc3)N3CC(C)OC(C)C3)c(O)n2n1 (centres undefined)	5	1	0.4	-2	9	1	101	-0.9	-9	-6
Cc1[nH]cnc1CSCc1ccc(Cl)cc1	3	12	-0.1	-2	-9	-1	98	-1.1	3	-3

The final four compounds of the part above lead into the next:
SMILES	MC4R antag cAMP	PDI turbidity	aDG glyco up	CaV13 ICDI inh	H9c2 protect	Glyco luc inh	ABCB6 inh 2	MC4R barr agon	Vif imaging	m5-HT2A agonist
O=C(NNC(=O)C1CC1)Nc1ccc(Cl)cc1	12	2	-0.2	-4	9	1	104	-2.1	3	-3
OCCN(Cc1ccccc1)Cc1ccccc1F	5	-4	-0.1	-8	2	0	99	-1.4	19	2
Cc1nc2sc(C(c3ccc(Cl)cc3)N3CC(C)OC(C)C3)c(O)n2n1 (centres undefined)	5	1	0.4	-2	9	1	101	-0.9	-9	-6
Cc1[nH]cnc1CSCc1ccc(Cl)cc1	3	12	-0.1	-2	-9	-1	98	-1.1	3	-3
Cc1ccc(C(OCCN(C)C)c2cccc(C(F)(F)F)c2)cc1 (centres undefined)	-2	0	0.6	7	10	-2	100	-0.3	11	-10
CC(=O)Nc1cccc(NC(=O)CSc2ncc(C(=O)Nc3ccccc3)c(=O)n2C)c1	30*	-13	0.4	-5	1	13	86	-3.8	-10	-2
O=C1CCCc2oc3c(c21)CCCC3	-2	-1	-0.1	7	4	0	102	0.8	-29	1
Cc1ccc(N(CC(=O)NCCSc2ccccn2)S(=O)(=O)c2ccc(F)cc2)cc1	3	-3	0.5	-6	6	-5	96	-3.2	1	-6
CC(C)C[C@@H](COCc1ccc(Cl)cc1)N1CCN(C(=O)c2ccc(Cl)cc2Cl)CCC1=O	.	.	3.2	-8	.	.	97	.	.	4
Cc1cc(F)ccc1S(=O)(=O)Nc1ccc(O)c(Sc2ncn[nH]2)c1	-2	-5	0.1	-2	-2	0	101	-1.4	26	-7
CCN1CCN(C(=O)c2cc(COc3ccc4ncccc4c3)on2)CC1	2	-6	5.0	-20	-22	-2	96	-1.7	-12	9
CC(=O)Cn1c(CN2CC(C)CC(C)C2)nc2c1c(=O)n(C)c(=O)n2C (centres undefined)	-3	1	0.2	.	1	-1	100	-0.3	16	7
NC(=O)c1nsc(C(=O)N(c2cccc(F)c2)C(C(=O)NC2CCCC2)c2ccco2)c1N (centres undefined)	-2	-10	0.0	-3	0	-8	98	8.9*	12	1
O=C(O)Cn1nnc(-c2ccc(OCc3ccccc3)cc2)n1	7	-3	0.0	-2	-1	1	97	-0.8	-6	6
COc1ccc(C(=O)C2CCCN(C(=O)c3cnsn3)C2)c(C)c1 (centres undefined)	-7	7	-0.3	-16	5	-2	102	0.0	-3	5

Screens as filed in PubChem.
